Assay outcomes deposited in PubChem BioAssay by Broad Institute.
PRC2 inh – EZH2 (human) methyltransferase inhibition; Q15910; PRC2 H3K27 methylation, DELFIA TRF, 1 h; inhibition, % at 12.5 µM; 57,000 compounds, 0.35% hits; AID 651548;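 active = mean inhibition of replicates at least 50% and every single replicate also reaching 50%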;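 also: dimethyl H3K27 on biotinylated H3 21-44 peptide detected by antibody; plate controls were median neutral control wells for no effect and median positive control wells for full effect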
IDH1 R132H inh – blocks human IDH1 R132H reductase activity | 70,000 compounds, 0.18% hits | inhibition, % at 10 µM | diaphorase/resazurin fluorescence, 60 min; in the data active = inhibition above about 34%;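 also: 0% = DMSO and 100% = no enzyme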
Target sequence (O75874 whole entry R132H): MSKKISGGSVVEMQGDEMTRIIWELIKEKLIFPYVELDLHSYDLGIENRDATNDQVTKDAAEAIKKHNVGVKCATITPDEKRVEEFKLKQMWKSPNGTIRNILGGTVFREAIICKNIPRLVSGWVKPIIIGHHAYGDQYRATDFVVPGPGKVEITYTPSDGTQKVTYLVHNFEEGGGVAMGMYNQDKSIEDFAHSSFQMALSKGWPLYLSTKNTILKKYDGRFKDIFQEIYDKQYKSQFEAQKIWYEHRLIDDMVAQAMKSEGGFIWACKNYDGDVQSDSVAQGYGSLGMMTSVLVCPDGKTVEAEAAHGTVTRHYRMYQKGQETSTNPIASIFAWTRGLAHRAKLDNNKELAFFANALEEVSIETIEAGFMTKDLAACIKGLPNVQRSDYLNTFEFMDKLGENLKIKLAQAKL
* hit, by the source's call; / = no result given. Only part of the results is shown. The share of hits here may be higher or lower than overall.

SMILES	PRC2 inh	IDH1 R132H inh
C[C@H](CO)N1C[C@H](C)[C@@H](CN(C)S(C)(=O)=O)Oc2ccc(N(C)C)cc2CC1=O	4	-0.6
C[C@H](CO)N1C[C@H](C)[C@H](CN(C)Cc2ccc(Oc3ccccc3)cc2)Oc2ccc(NC(=O)Cn3cnnn3)cc2CC1=O	-8	/
C[C@]1(O)CC[C@@H]2C(C(=O)O)=CO[C@@H](O[C@@H]3O[C@H](COC(=O)/C=C/c4ccc(O)c(O)c4)[C@@H](O)[C@H](O)[C@H]3O)[C@@H]21	/	-1.4
COc1ccc(NC(=O)Nc2ccc3c(c2)CC(=O)N([C@@H](C)CO)C[C@@H](C)[C@H](CN(C)S(=O)(=O)c2ccc(F)cc2)O3)cc1	/	0.9
C[C@@H]1CCCCO[C@@H](CN(C)C(=O)C2CCCCC2)[C@@H](C)CN([C@H](C)CO)C(=O)c2cc(NC(=O)Nc3ccccc3)ccc2O1	/	0.8
O=C(C[C@H]1C=C[C@H](NC(=O)c2cnccn2)[C@H](CO)O1)NCc1ccccc1F	5	0.3
C/C=C/c1ccc2c(c1)O[C@H](CN(C)C(=O)c1ccccn1)[C@H](C)CN([C@@H](C)CO)S2(=O)=O	-11	-0.6
Cc1ccc(S(=O)(=O)N[C@@H]2CC[C@@H](CCn3cc(C4CCCCC4)nn3)O[C@@H]2CO)cc1	-8	-0.4

At a glance, part of the list above.
SMILES	PRC2 inh	IDH1 R132H inh
C[C@H](CO)N1C[C@H](C)[C@@H](CN(C)S(C)(=O)=O)Oc2ccc(N(C)C)cc2CC1=O	4	-0.6
C[C@H](CO)N1C[C@H](C)[C@H](CN(C)Cc2ccc(Oc3ccccc3)cc2)Oc2ccc(NC(=O)Cn3cnnn3)cc2CC1=O	-8	/
C[C@]1(O)CC[C@@H]2C(C(=O)O)=CO[C@@H](O[C@@H]3O[C@H](COC(=O)/C=C/c4ccc(O)c(O)c4)[C@@H](O)[C@H](O)[C@H]3O)[C@@H]21	/	-1.4

(next part)
SMILES	PRC2 inh	IDH1 R132H inh
C[C@H](CO)N1C[C@H](C)[C@@H](CN(C)C(=O)Nc2ccccc2F)Oc2cc(-c3ccccc3)ccc2S1(=O)=O	-24	/
C[C@H](CO)N1C[C@H](C)[C@H](CN(C)C(=O)Nc2ccc(C(F)(F)F)cc2)OCCCC[C@H](C)Oc2ccc(NC(=O)Nc3ccc(F)cc3)cc2C1=O	/	3.5
O=C(C[C@@H]1C[C@@H]2c3cc(NC(=O)C4CCC4)ccc3O[C@@H]2[C@H](CO)O1)NCC(F)(F)F	10	-0.1
C[C@@]12C[C@]3(O)O[C@H](O1)C1(COC(=O)c4ccccc4)[C@H]3C[C@@]12O[C@@H]1O[C@H](COC(=O)c2ccccc2)[C@@H](O)[C@H](O)[C@H]1O	/	0.0
COC(=O)C[C@@H]1C[C@H]2c3cc(NC(=O)C4CCC4)ccc3O[C@H]2[C@H](CO)O1	-4	-0.1
O=C(C[C@@H]1C[C@H]2c3cc(NC(=O)Nc4ccc(F)cc4)ccc3O[C@H]2[C@H](CO)O1)NC1CCCCC1	-3	0.5
Cc1ccc(S(=O)(=O)Nc2ccc3c(c2)C(=O)N([C@H](C)CO)C[C@@H](C)[C@H](CN(C)C(=O)Nc2ccccc2)OCCCC[C@H](C)O3)cc1	/	-0.5
COc1ccc(NC(=O)Nc2ccc3c(c2)C(=O)N([C@@H](C)CO)C[C@@H](C)[C@@H](CN(C)S(=O)(=O)c2c(C)noc2C)OCCCC[C@@H](C)O3)cc1	/	-0.8

The results go on.
SMILES	PRC2 inh	IDH1 R132H inh
C/C=C/c1ccc2c(c1)O[C@@H](CN(C)C)[C@@H](C)CN([C@H](C)CO)S2(=O)=O	-2	1.2
COc1ccc(CN(C)C[C@H]2Oc3ccc(NS(=O)(=O)c4ccc(OC)cc4)cc3C(=O)N([C@H](C)CO)C[C@H]2C)cc1	/	-0.9
COc1cccc(NC(=O)N[C@@H]2CC[C@@H](CC(=O)N3CCCCC3)O[C@H]2CO)c1	-5	-0.1
C[C@@H]1CN([C@H](C)CO)C(=O)c2ccccc2-c2ccccc2CO[C@H]1CN(C)C(=O)CCN(C)C	9	-0.1
CCCCCCCCCCCCC/C=C/[C@@H](O)[C@H](CO)NC(C)=O	-3	-0.7
Cc1ccc(S(=O)(=O)N(C)C[C@H]2Oc3ccc(NC(=O)c4ccncc4)cc3C(=O)N([C@@H](C)CO)C[C@H]2C)cc1	-4	0.2
C[C@H](CO)N1C[C@H](C)[C@@H](CN(C)CC2CCCCC2)Oc2ccc(NS(C)(=O)=O)cc2C1=O	/	0.7
C[C@H](CO)N1C[C@H](C)[C@@H](CN(C)S(=O)(=O)c2ccc(C(F)(F)F)cc2)OCc2ccccc2-c2ccccc2C1=O	-14	0.5

(next part)
SMILES	PRC2 inh	IDH1 R132H inh
COCC#Cc1cnc2c(c1)C(=O)N([C@@H](C)CO)C[C@@H](C)[C@@H](CN(C)C(=O)c1ccc3c(c1)OCO3)O2	3	-2.8
O=C(CCN1CCCCC1)N[C@H]1CC[C@H](CCn2cc(-c3ccccc3)nn2)O[C@@H]1CO	1	-0.4
C[C@@H]1CCCCO[C@H](CN(C)S(C)(=O)=O)[C@@H](C)CN([C@@H](C)CO)C(=O)c2cc(NC(=O)c3ccccc3)ccc2O1	14	/
COC(=O)c1ccc(C(=O)OC)c(NC(=O)COc2ccccc2OC)c1	3	0.0
C[C@H](CO)N1C[C@H](C)[C@@H](CN(C)C(=O)Nc2ccc(C(F)(F)F)cc2)Oc2c(NC(=O)C3CC3)cccc2C1=O	/	2.2
C[C@@H]1CCCCO[C@@H](CN(C)C(=O)CCCN(C)C)[C@H](C)CN([C@H](C)CO)C(=O)c2cc(NC(=O)Nc3ccc(C(F)(F)F)cc3)ccc2O1	/	5.7
COCC(=O)Nc1ccc2c(c1)C(=O)N(C)C[C@@H](OC)[C@H](C)CN(C(=O)c1ccncc1)[C@@H](C)CO2	-6	0.1
COc1cccc(C#Cc2cnc3c(c2)C(=O)N([C@@H](C)CO)C[C@@H](C)[C@H](CN(C)C(=O)C2CC2)O3)c1	1	/

More results:
SMILES	PRC2 inh	IDH1 R132H inh
CO[C@H]1CN(C)C(=O)c2cc(NS(=O)(=O)c3cn(C)cn3)ccc2OC[C@@H](C)N(CC2CC2)C[C@H]1C	9	-0.3
CC(C)CC#Cc1cnc2c(c1)C(=O)N([C@H](C)CO)C[C@H](C)[C@H](CN(C)Cc1ccccc1C(=O)O)O2	-2	1.2
COCC#Cc1cnc2c(c1)C(=O)N([C@@H](C)CO)C[C@@H](C)[C@@H](CN(C)C(=O)C1CCCCC1)O2	-2	/
COCCOC(=O)N1C(=O)[C@@]2(c3cc(C#Cc4ccc(OC)cc4)ccc31)[C@H](c1ccccc1OCCO)N1[C@H](c3ccccc3)[C@H](c3ccccc3)OC(=O)[C@H]1[C@@H]2C(=O)N1CCN(c2ncccn2)CC1	-7	/
C[C@H]1CN([C@@H](C)CO)C(=O)Cc2cc(NC(=O)C3CCCCC3)ccc2O[C@H]1CN(C)S(=O)(=O)c1cccs1	/	0.2
Cc1ccc(S(=O)(=O)N[C@H]2CC[C@H](CC(=O)NCCN3CCCCC3)O[C@@H]2CO)cc1	-2	0.0
C[C@H](O)C#Cc1cnc2c(c1)C(=O)N([C@H](C)CO)C[C@@H](C)[C@H](CN(C)Cc1cccc(C(=O)O)c1)O2	-7	/
CNC[C@H]1Oc2c(NS(=O)(=O)c3ccc(OC)cc3)cccc2C(=O)N([C@@H](C)CO)C[C@H]1C	5	2.2

(listing goes on)
SMILES	PRC2 inh	IDH1 R132H inh
CCN(CC)C(=O)c1ccc(Nc2nnc(-c3ccc(C)c(S(N)(=O)=O)c3)c3ccccc23)cc1	-2	-0.2
COC(=O)COc1cccc(NC(=O)c2ccc(-c3ccccc3)cc2)c1	-21	-0.4
C[C@H](CO)N1C[C@H](C)[C@@H](CN(C)C(=O)Nc2cccc3ccccc23)Oc2ccc(NC(=O)Cc3cn(C)c4ccccc34)cc2CC1=O	/	-3.0
O=C(Nc1ccc2c(c1)[C@@H]1C[C@H](CC(=O)N3CCOCC3)O[C@H](CO)[C@@H]1O2)Nc1ccccc1F	3	-0.4
Cc1cc(C(=O)Nc2cccc3c2O[C@@H](CN(C)CC2CCCCC2)[C@@H](C)CN([C@H](C)CO)C3=O)n(C)n1	-2	1.1
CC(=O)N(C)C[C@@H]1Oc2ncc(/C=C/c3ccccc3)cc2C(=O)N([C@H](C)CO)C[C@@H]1C	-8	0.0
CCC(=O)N(C)C[C@H]1Oc2cc(C#CC3(O)CCCC3)ccc2S(=O)(=O)N([C@H](C)CO)C[C@@H]1C	/	2.9
COc1ccc(S(=O)(=O)Nc2ccc3c(c2)C(=O)N([C@@H](C)CO)C[C@H](C)[C@@H](CN(C)Cc2ccc4c(c2)OCO4)OCCCC[C@H](C)O3)cc1	/	0.9

Remaining list, next part
SMILES	PRC2 inh	IDH1 R132H inh
C[C@@H]1CN([C@H](C)CO)C(=O)c2cc(NC(=O)c3ccccc3)ccc2O[C@@H](C)CCCCO[C@@H]1CN(C)CC1CCCCC1	/	-0.5
Cn1cc(/C=N/NC(=O)c2cccc(C(=O)NO)c2)c2ccccc21	-24	/
Cc1noc(C)c1NC(=O)Nc1cccc2c1O[C@H](CN(C)CC1CCCCC1)[C@@H](C)CN([C@@H](C)CO)C2=O	-10	1.8
C[C@@H]1CN([C@@H](C)CO)S(=O)(=O)c2ccc(Br)cc2O[C@H]1CN(C)C(=O)C1CC1	-1	/
CCCN(C)C[C@H]1OCCCC[C@H](C)Oc2ccc(NS(=O)(=O)c3ccccc3)cc2C(=O)N([C@@H](C)CO)C[C@H]1C	-4	/
C[C@@H]1CCCCO[C@@H](CN(C)Cc2ccc(C(=O)O)cc2)[C@@H](C)CN([C@H](C)CO)C(=O)c2cc(NC(=O)Nc3ccc4c(c3)OCO4)ccc2O1	/	2.2
C[C@@H]1CCCCO[C@@H](CN(C)Cc2ccc(C(=O)O)cc2)[C@H](C)CN([C@@H](C)CO)C(=O)c2cc(NC(=O)Cc3ccccc3)ccc2O1	/	-2.1
C[C@H](CO)N1C[C@H](C)[C@H](CN(C)Cc2ccc3c(c2)OCO3)Oc2ccc(NS(=O)(=O)c3cccs3)cc2C1=O	/	7.8

Additional results follow.
SMILES	PRC2 inh	IDH1 R132H inh
C[C@H](CO)N1C[C@H](C)[C@H](CN(C)C(=O)[C@H]2CCCN2C)OCc2ccccc2-c2ccccc2C1=O	1	-0.4
CCn1c(SCC(=O)Nc2cc(Cl)c(Cl)cc2Cl)nnc1-c1ccccc1Cl	2	0.0
CO[C@H](CN(C)S(=O)(=O)c1cccc(Cl)c1)[C@H](C)CN(C(=O)Nc1ccccc1F)[C@@H](C)CO	4	-0.2
C[C@H](CO)N1C[C@H](C)[C@@H](CN(C)C(=O)CCC(F)(F)F)OCCCC[C@H](C)Oc2ccc(N(C)C)cc2C1=O	2	-2.3
COc1cccc(C(=O)Nc2ccc3c(c2)OC[C@H](C)N(C(=O)C2CCCC2)C[C@@H](C)[C@@H](OC)CN(C)C3=O)c1	0	-0.4
O=C(Cn1c(=O)oc2ccccc21)Nc1ccc(S(=O)(=O)N2CCOCC2)cc1	-10	-0.1
C[C@H]1CN([C@@H](C)CO)C(=O)c2cc(NC(=O)Nc3cccc4ccccc34)ccc2O[C@@H]1CN(C)C(=O)Nc1ccc2c(c1)OCO2	/	0.6
CCS(=O)(=O)Nc1ccc2c(c1)C(=O)N(C)C[C@@H](OC)[C@H](C)CN(Cc1cccnc1)[C@H](C)CO2	0	0.1

3 compounds drawn at random from those above:
SMILES	PRC2 inh	IDH1 R132H inh
O=C(Cn1c(=O)oc2ccccc21)Nc1ccc(S(=O)(=O)N2CCOCC2)cc1	-10	-0.1
CCS(=O)(=O)Nc1ccc2c(c1)C(=O)N(C)C[C@@H](OC)[C@H](C)CN(Cc1cccnc1)[C@H](C)CO2	0	0.1
CCn1c(SCC(=O)Nc2cc(Cl)c(Cl)cc2Cl)nnc1-c1ccccc1Cl	2	0.0

Later entries.
SMILES	PRC2 inh	IDH1 R132H inh
COc1ccc(NC(=O)N[C@@H]2C=C[C@@H](CC(=O)NC3CCCCC3)O[C@@H]2CO)cc1	0	0.7
C[C@@H]1CCCCO[C@H](CN(C)C(=O)C2CCCCC2)[C@H](C)CN([C@@H](C)CO)C(=O)c2cc(NS(=O)(=O)c3cccs3)ccc2O1	/	-1.6
C[C@H](CO)N1C[C@H](C)[C@H](CN(C)S(=O)(=O)c2ccccc2)Oc2cc(Br)ccc2S1(=O)=O	-8	-5.0
Cc1cc(C)cc(-c2nc3cc(NC(=O)COc4ccccc4[N+](=O)[O-])ccc3o2)c1	-4	0.0
CS(=O)(=O)N(CC(=O)Nc1ccc(F)c(Cl)c1)c1ccc2c(c1)OCCO2	0	0.6
CC(C)C#Cc1cnc2c(c1)C(=O)N([C@@H](C)CO)C[C@H](C)[C@H](CN(C)C(=O)Nc1ccccc1)O2	4	-0.4
C[C@H]1CN([C@@H](C)CO)C(=O)CCCn2nncc2CO[C@H]1CN(C)C(=O)CCC(F)(F)F	11	/
C[C@H]1CN([C@@H](C)CO)C(=O)c2cc(NC(=O)CCCN(C)C)ccc2O[C@H]1CN(C)C(=O)Nc1cccc2ccccc12	-6	-1.6
COc1cccc(S(=O)(=O)N[C@H]2CC[C@@H](CC(=O)NCc3ccncc3)O[C@H]2CO)c1	15	0.5
C[C@@H]1CN([C@@H](C)CO)C(=O)c2cc(NC(=O)Nc3ccc(C(F)(F)F)cc3)ccc2O[C@@H](C)CCCCO[C@H]1CN(C)C(=O)c1ccccc1	/	1.1
